CHRM1 agonist – human M1 muscarinic receptor agonists, primary screen, Fluo-8 calcium fluorescence, CHO-K1 cells, HTS; CHO-K1 hM1, agonist mode; 0% DMSO, 100% acetylcholine EC100; actives 0.33% (n = 360,000); activation, % at 3 µM; Muscarinic acetylcholine receptor M1 (Homo sapiens), P11229;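 active means activation above the run's mean compound activation plus 3 SD, cut at about 16% in these data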;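 further: peak over basal fluorescence ratio within a 140 s kinetic read after compound addition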
Target sequence (P11229 whole entry, looked up): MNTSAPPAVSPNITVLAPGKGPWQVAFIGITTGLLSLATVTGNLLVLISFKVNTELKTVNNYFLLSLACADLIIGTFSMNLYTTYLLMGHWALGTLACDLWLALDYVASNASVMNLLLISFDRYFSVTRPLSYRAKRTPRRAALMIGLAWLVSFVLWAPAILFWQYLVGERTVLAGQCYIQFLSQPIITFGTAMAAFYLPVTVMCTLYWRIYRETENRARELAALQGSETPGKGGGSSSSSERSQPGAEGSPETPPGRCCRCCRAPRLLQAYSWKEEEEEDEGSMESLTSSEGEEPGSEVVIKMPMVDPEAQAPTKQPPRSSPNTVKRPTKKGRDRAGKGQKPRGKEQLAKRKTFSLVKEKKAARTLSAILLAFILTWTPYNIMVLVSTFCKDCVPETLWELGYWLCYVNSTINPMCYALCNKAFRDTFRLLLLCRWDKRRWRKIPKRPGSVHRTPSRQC
CHRM1 antagonist – human M1 muscarinic receptor antagonists, primary screen, CHO-K1 cells, Fluo-8 calcium fluorescence, 1536-well. actives 1.3% (n = 360,000). CHO-K1 hM1, ACh EC80 antagonist. inhibition, % at 3 µM. AID 588852, 2011;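 active means percent inhibition above its own plate's cutoff, namely the mean of that plate's compound wells plus 3 SD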;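 further: peak over basal fluorescence ratio during 140 s after agonist addition; 0% = ACh EC80 plus DMSO and 100% = DMSO alone without agonist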
TAAR1 antagonist – human TAAR1 antagonists, primary screen, Fluo-8 calcium fluorescence, CHO RD-HGA16 cells; Trace amine-associated receptor 1 (Homo sapiens), Q96RJ0; antagonist; inhibition, % at 3 µM; actives 1.5% (n = 360,000); AID 624466, 2012;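 active means inhibition above a per-plate cutoff, the mean inhibition of test compounds on that plate plus 3 SD, cut at about 49% in these data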;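 further: 0% = DMSO plus EC80 beta-PEA response and 100% = DMSO alone without agonist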
Target sequence (Q96RJ0 whole entry, looked up): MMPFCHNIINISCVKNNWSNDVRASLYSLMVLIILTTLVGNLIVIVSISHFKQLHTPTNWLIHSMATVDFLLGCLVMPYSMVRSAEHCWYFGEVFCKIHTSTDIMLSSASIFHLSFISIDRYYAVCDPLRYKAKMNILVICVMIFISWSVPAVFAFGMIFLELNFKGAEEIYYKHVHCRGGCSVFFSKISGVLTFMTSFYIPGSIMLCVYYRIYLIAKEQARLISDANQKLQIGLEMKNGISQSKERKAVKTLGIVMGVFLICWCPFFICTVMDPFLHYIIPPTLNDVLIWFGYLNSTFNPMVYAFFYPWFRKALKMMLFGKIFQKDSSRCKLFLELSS
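Assay system: CHO-derived RD-HGA16 cells stably expressing human TAAR1 plus Gα16. Timing: 140 s kinetic read after compound, 140 s after agonist. Technique: kinetic Fluo-8 calcium fluorescence measurement. Measure: % inhibition of agonist calcium response.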
CHO parental Ca – ATP-evoked calcium signal inhibitors, parental CHO, primary screen, counter-screen for OX1R antagonist project, cell-based, fluorescence, Fluo-8 calcium dye | parental CHO-K1, ATP-induced calcium, Fluo-8 fluorescence | inhibition, % at 5.6 µM | actives 0.63% (n = 330,000) | AID 463079, 2010;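 active means inhibition above that plate's mean sample inhibition plus 3 SD, cut at about 26% in these data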;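 further: 0% = ATP-challenged DMSO wells and 100% = DMSO wells without ATP; some compounds past the cut are filed as inactive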
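Assay system – parental CHO cells · Reagent – ATP stimulus · Detection – intracellular calcium via Fluo-8 no-wash fluorescent dye · Evaluation – percent inhibition of ATP-evoked calcium rise, normalized to controls · Controls – ATP wells versus no-ATP DMSO wells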
CHO-K1 Ca antag – counter-screen for M1 antagonists: effect in parental CHO-K1 cells. inhibition, % at 3 µM. ATP-induced calcium, Fluo-8 fluorescence. actives 0.6% (n = 360,000);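 active means inhibition above a per-plate cutoff, the plate's mean sample inhibition plus 3 SD, cut at about 24% in these data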;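 further: 0% = DMSO plus EC80 ATP and 100% = DMSO alone without ATP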
CHRM1 PAM – human M1 muscarinic receptor positive allosteric modulators, primary screen, CHO-K1 cells, Fluo-8 calcium fluorescence, 1536-well | Muscarinic acetylcholine receptor M1 (Homo sapiens), P11229 | CHO-K1 hM1, ACh EC20; 0% = ACh EC20, 100% = maximal ACh | activation, % at 3 µM | actives 0.088% (n = 360,000); in the data active means activation above about 19%, passing the limit was not always enough
M1 PAM parental – nonselective calcium activators in parental CHO-K1 cells, primary screen, counter-screen for M1 PAM project, cell-based, Fluo-8 calcium fluorescence, full deck, 1536-well | actives 0.02% (n = 360,000) | activation, % at 3 µM | ATP EC20; 0% at ATP EC20, 100% at ATP max;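 active means activation above the run cutoff, the mean activation of all test compounds plus 3 SD, cut at about 40% in these data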;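 further: peak over basal fluorescence ratio in a 140 s read after ATP addition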
TAAR1 ag – human TAAR1 agonists, primary screen, Fluo-8 calcium fluorescence, CHO RD-HGA16 cells; Trace amine-associated receptor 1 (Homo sapiens), Q96RJ0; vehicle wells 0%, saturating PEA agonist 100%; activation, % at 3 µM; actives 0.99% (n = 360,000); AID 624467, 2012;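 active means activation above the mean activation of all test compounds in the run plus 3 SD, cut at about 38% in these data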
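Test system: RD-HGA16 (CHO) cells co-expressing Gα16 and hTAAR1 | Doses: Single dose, 3 µM | Schedule: 17-24 h seeding, 75 min 37 °C dye, 30 min RT | Evaluation: % activation from peak over basal fluorescence ratio, DMSO-to-PEA scaled | Technique: Kinetic Fluo-8 calcium fluorescence | Benchmarks: Low control DMSO, high control PEA (EC100)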
M1 ag parental – counter-screen for M1 agonists: effect in parental CHO-K1 cells; Fluo-8 calcium fluorescence; scaled to maximal ATP response, vehicle zero; activation, % at 3 µM; actives 0.48% (n = 360,000); in the data active means activation above about 15%;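 further: untransfected CHO-K1 host cells lacking M1 receptor as counterscreen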
Starred values were filed as active, the others as inactive; . = no result given.

SMILES	CHRM1 agonist	CHRM1 antagonist	TAAR1 antagonist	CHO parental Ca	CHO-K1 Ca antag	CHRM1 PAM	M1 PAM parental	TAAR1 ag	M1 ag parental
O=C(NCC1CCCO1)C1CC1(c1ccccc1)c1ccccc1 (stereo unspecified)	-6	-6	1	-11	2	6	10	3	-0.2
C[C@H](CO)N1C[C@H](C)[C@H](CN(C)S(=O)(=O)c2ccc(Oc3ccccc3)nc2)OCc2cnnn2CCCC1=O	-6	-7	-1	.	-2	1	14	0	0.7
Cc1c(Cl)c([N+](=O)[O-])nn1CC(=O)N1CCCc2ccccc21	-13	5	1	-10	-2	4	2	5	0.1
CCOc1nc(SCCOc2ccccc2)nc(N(C)C)n1	-2	-25	7	-21	-3	4	9	16	-0.3
COc1ccccc1N(CC(O)Cn1c2ccccc2c2ccccc21)S(=O)(=O)c1ccccc1 (stereo unspecified)	-7	1	6	-6	-10	0	14	3	0.4
CC(C)(C)c1ccc(OCC(O)CNC(=O)c2ccccc2C(=O)O)cc1 (stereo unspecified)	1	-22	12	-13	15	4	-5	8	1.6
CCCCCCOc1ccc(N2C(=O)CC(N3CCN(CCN=CC4C(=O)CC(C)(C)CC4=O)CC3)C2=O)cc1 (stereo unspecified)	0	8	-9	-17	1	-9	0	3	0.2
O=c1oc2ccccc2c(N2CCCC2)c1CN1CCCC1	-3	-8	-7	-11	-10	8	-4	1	0.4
O=C(Nc1cccc(Cl)c1)N1CCCC1	-3	-8	-17	-8	-12	8	18	3	-0.5
CCCCNC(=O)c1c(CSc2ccc(Cl)cc2)noc1C(=O)NCCC	-6	-4	20	-20	-9	3	3	21	-0.4
COc1ccc(C(F)(F)F)cc1N/C=C/c1nnnn1-c1ccc2ccccc2c1	-1	-18	-13	-24	-4	19	11	4	0.3
CCCN(CCC)c1nc2ccccc2n2c(C)nnc12	-3	0	-13	-24	-4	8	13	13	0.1
COc1ccc(NC(=O)CSc2nc3ccccc3c(=O)n2CCCN2CCC(C)CC2)c(OC)c1	-8	-10	-6	-27	-13	15	0	-1	-0.3
CC1CN(C(=O)c2ccc(NS(=O)(=O)c3cccc(Cl)c3)cc2)CC(C)O1 (stereo unspecified)	0	-4	-23	.	-9	8	8	4	1.4
CCn1cc(C(=O)NCCCOC)c(=O)c2cc(S(=O)(=O)N3CCCC3)ccc21	-1	-3	-44	-8	4	4	-15	1	-0.1
O=C(O)C1C(C(=O)Nc2ccc(Cl)cc2)C2C=CC1C21CC1 (stereo unspecified)	-6	-6	-6	-4	-5	13	23	8	1.2
COc1ccc(-c2cc(C(=O)N3CCCC3)c3ccccc3n2)cc1	2	-13	16	-21	-8	10	18	7	3.9
Cc1cc(Oc2ccccc2)nc(N)n1	-1	3	2	-1	-19	0	7	3	5.1
O=C(NN1CCCCCC1)c1ccccc1F	-2	-13	-15	.	-6	7	13	-1	0.9
O=C(CSc1nnc(-c2ccccc2F)o1)N1CCNC1=O	-1	-9	-12	-2	-10	13	15	2	0.1
COCCCn1c(SCc2nnc(-c3ccccc3)o2)nc2sc3c(c2c1=O)CCC3	-6	-3	-10	-15	-19	5	27	5	0.7
CCOC(=O)c1[nH]c(C)c(C(=O)OC)c1C	-4	-15	-9	4	-3	5	4	-1	1.6
O=C(NC(=S)N1CCCC1)c1ccc(Cl)cc1	0	-6	-19	-9	1	6	18	1	0.4
C/C(=N\Nc1nc(N2CCCCCC2)nc(N2CCCCCC2)n1)c1ccccc1	-5	-11	-29	-30	2	12	7	5	-0.4
COc1cccc(NC(=O)N2CCC(C(=O)Nc3ccc(C)cc3C)CC2)c1	-4	-5	5	-12	22	10	-9	0	-0.4

Brought forward from above: 4 compounds; new compounds follow.
SMILES	CHRM1 agonist	CHRM1 antagonist	TAAR1 antagonist	CHO parental Ca	CHO-K1 Ca antag	CHRM1 PAM	M1 PAM parental	TAAR1 ag	M1 ag parental
CCOC(=O)c1[nH]c(C)c(C(=O)OC)c1C	-4	-15	-9	4	-3	5	4	-1	1.6
O=C(NC(=S)N1CCCC1)c1ccc(Cl)cc1	0	-6	-19	-9	1	6	18	1	0.4
C/C(=N\Nc1nc(N2CCCCCC2)nc(N2CCCCCC2)n1)c1ccccc1	-5	-11	-29	-30	2	12	7	5	-0.4
COc1cccc(NC(=O)N2CCC(C(=O)Nc3ccc(C)cc3C)CC2)c1	-4	-5	5	-12	22	10	-9	0	-0.4
CCOC(=O)C1=C(C)N(C)C(=O)NC1c1cccc([N+](=O)[O-])c1 (stereo unspecified)	-7	4	-3	-12	-8	1	6	0	0.2
COCCOC(=O)C1=C(C)NC(=O)NC1c1ccc(-c2ccc(F)cc2)o1 (stereo unspecified)	-3	0	-24	-14	-3	5	7	2	1.4
CCC(CC)C1C(C#N)=C(N)SC(N)=C1C#N	2	-8	6	-5	-5	4	20	9	5.4
Cc1c(CCC(=O)O)c(=O)oc2cc3occ(-c4ccccc4)c3cc12	-1	-7	-5	-18	-4	12	5	5	1.6
COc1ccc2cc(C(=O)NCCc3ccccc3)[nH]c2c1	4	0	12	.	-7	1	10	29	6.7
CC1=C(C#N)S(=O)(=O)C(C#N)C(c2ccccc2)C1 (stereo unspecified)	-2	-8	-9	-6	3	6	-18	0	0.7
CCOC(=O)c1cc(CC)sc1NC(=O)CN1C(=O)C(=O)N(CC(C)C)C1=O	-3	-2	-7	-10	-11	2	6	1	1.5
CC(=O)Nc1ccc(C(=O)COC(=O)c2ccco2)c(F)c1	-3	2	9	-1	-15	-1	1	12	0.8
CCc1cc(=O)oc2cc(C)cc(OCC(=O)NC3CCN(Cc4ccccc4)CC3)c12	-6	23	-9	-17	-5	-18	-15	0	0.5
CC(=O)Nc1ccc(NC(=O)CCC(=O)Oc2ccc(C)cc2)cc1	-3	-13	-4	-5	-16	9	9	-1	1.7
CSc1nnc(-c2ccco2)c(-c2ccco2)n1	-2	5	7	-5	5	2	-2	6	-0.3
CCOc1ccc(N=Cc2c(O)n(-c3cccc(C)n3)c(=O)c3ccccc23)cc1	-8	11	8	-17	-13	-6	10	3	2.0
COc1ccc(NC(=O)CCN2CCN(S(=O)(=O)c3ccc(Cl)cc3)CC2)cc1	1	-9	-12	-31	-35	8	33	3	4.1
Cc1ccc2oc(Nc3nc(C)cc(C)n3)nc2c1	-3	-12	7	-20	-6	7	11	12	0.2
CCCNC(=S)N1CCN(c2nc(C)nc3sc4c(c23)CCCC4)CC1	-8	4	18	-22	13	-9	-3	3	1.9
O=C(CCOc1ccccc1)N1CCN(S(=O)(=O)c2ccccc2F)CC1	-6	3	-12	-9	-1	1	-2	19	0.9
Cc1cccc(/C(N)=N/OC(=O)CCc2ccccc2)c1	-5	31*	-11	-1	-12	-23	7	1	-0.1
Cc1ccc(OCCNc2cc(N3CCN(CCO)CC3)ccc2[N+](=O)[O-])cc1C	1	-6	8	4	-4	10	16	26	4.1
CCN1CCN(c2cc(C)c3cc(NC(=O)CCC(=O)N4CCN(c5ccccc5OC)CC4)ccc3n2)CC1	-11	7	8	-9	4	-2	-7	0	1.5
O=[N+]([O-])c1cc(Br)ccc1C[n+]1ccccc1	-5	-16	-2	.	-12	11	8	1	1.7
CCn1c(=O)c(C(=O)NNS(=O)(=O)c2ccc(C)cc2)c(O)c2ccccc21	-9	-16	2	-21	-4	5	8	-2	-0.8
C[C@H]1CN([C@@H](C)CO)S(=O)(=O)c2ccc(Br)cc2O[C@@H]1CN(C)C(=O)Cc1cccnc1	-3	-13	-21	.	-6	7	23	6	0.0
O=C(Nc1cccc(-c2nn[nH]n2)c1)c1ccc(Cl)s1	-2	-8	-17	-7	-4	6	1	3	0.3
Cc1ccc(S(=O)(=O)N2c3ccccc3NC(=O)CC2C)cc1 (stereo unspecified)	2	-5	-2	2	-7	13	10	11	0.2
CC(C)COc1ccc(C(=O)Nc2sc3c(c2C(=O)O)CC(C)(C)OC3)cc1	-4	13	-6	-8	13	-12	-9	10	3.4

Additional compounds
SMILES	CHRM1 agonist	CHRM1 antagonist	TAAR1 antagonist	CHO parental Ca	CHO-K1 Ca antag	CHRM1 PAM	M1 PAM parental	TAAR1 ag	M1 ag parental
CCOc1cc(C(=O)NC(C)c2ccncc2)cc(OCC)c1OCC (stereo unspecified)	-13	-11	3	-9	-29	7	13	0	1.1
COc1ccccc1C(=O)COC(=O)CNS(=O)(=O)c1ccc(NC(C)=O)cc1	-2	-3	2	-19	-6	1	13	0	0.7
CC(Oc1ccc(Cl)cc1Cl)C(=O)N(Cc1ccco1)C1CCS(=O)(=O)C1 (stereo unspecified)	-1	2	-3	-12	8	1	0	11	1.1
CCN(CC)C(=O)c1cccc(-c2csc(C(NC(C)=O)c3ccc(F)c(F)c3)n2)c1 (stereo unspecified)	-3	0	-19	.	-3	-1	6	-1	0.0
CC1CCCCN1CCNC(=O)c1cc2c(-c3ccccc3F)nn(C)c2s1 (stereo unspecified)	-6	1	3	-17	0	0	-1	1	0.7
O=C(Nc1ccccn1)c1cc2ccccc2cc1O	-1	2	.	17	-15	-1	-11	.	2.4
CC(C)Oc1ccc(C2NC(=O)c3ccccc3O2)cc1 (stereo unspecified)	0	-22	-2	-14	8	19	-19	5	0.1
CCCCOC(=O)NC1CCS(=O)(=O)C1 (stereo unspecified)	1	-4	-6	0	8	11	-10	2	0.2
CCCC1c2ccsc2CCN1C(=S)NC (stereo unspecified)	0	-3	4	-8	-3	0	11	5	3.6
CC(C)CCNC(=O)C1CCC(=O)N1C(C)C (stereo unspecified)	-6	-12	4	-4	-10	13	-3	10	-0.2
COc1ccccc1N(CC(=O)NCc1ccccc1)S(C)(=O)=O	4	-4	11	-15	12	3	-8	11	-0.2
CN(C)CCCN(C(=O)c1ccc(C(=O)c2ccccc2)cc1)c1nc2c(F)cccc2s1	-1	-11	-14	-1	-7	3	7	14	1.2
Cn1c2ccccc2c(=O)c2ccc(NCCc3cccs3)cc21	1	-7	63*	-3	10	16	-13	49*	0.3

Screening results (PubChem BioAssay)

Rows are unselected, and some 4.4% of all compounds hit somewhere here.
